CIT2 TOR yeast: yeast TOR pathway CIT2-GFP modulation. 320,000 tested, 0.065% active. S. cerevisiae CIT2-GFP strain, flow cytometry, 3 h; 100 means same as DMSO wells. AID 2029. GFP response vs DMSO, % at 10 µM;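 active = GFP response relative to DMSO above a set limit, near the screen mean plus 3 SD, cut at about 150% in these data; inconclusive = Fewer than 70 cells measured for a yeast strain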;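 also: ratio of well median GFP fluorescence to mean of DMSO wells on the plate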
AHR activator: human AHR activation; P35869; 320,000 tested, 2.5% active; AID 2796; activation, % at 5 µM; AHR-responsive luciferase reporter cells, luminescence; in the data active = activation above about 47%;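 also: 0% = vehicle wells and 100% = reference agonist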
procasp7 counter: counter-screen for procaspase-3 activators: activators of human procaspase-7 | recombinant procaspase-7, Ac-DEVD-pNA absorbance 405 nm; D23A/D198A/D206A triple mutant, cannot self-cleave; scale: DMSO 0, 5 µM enzyme 100 | activation, % at 8.5 µM | P55210 | AID 463210 | 330,000 tested, 0.093% active;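 active = percent activation above the screen-wide mean plus 3 SD, cut at about 25% in these data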
Target sequence (P55210 whole entry D23A/D198A/D206A): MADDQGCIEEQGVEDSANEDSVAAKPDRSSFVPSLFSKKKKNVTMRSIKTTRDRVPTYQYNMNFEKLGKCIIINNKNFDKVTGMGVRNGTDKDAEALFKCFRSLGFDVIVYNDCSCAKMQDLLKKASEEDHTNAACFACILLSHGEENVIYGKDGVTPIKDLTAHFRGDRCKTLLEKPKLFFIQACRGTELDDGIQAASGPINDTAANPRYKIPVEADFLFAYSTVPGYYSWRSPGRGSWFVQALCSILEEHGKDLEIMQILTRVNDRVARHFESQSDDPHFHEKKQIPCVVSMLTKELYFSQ
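System: Uncleavable procaspase-7 mutant enzyme; Amount: 2 µM procaspase-7 mutant as dispensed; Schedule: 1 h compound preincubation, 2 h substrate cleavage, 25 °C; Measured by: 405 nm absorbance of p-nitroaniline; Evaluation: percent activation from buffer-corrected 0–120 min absorbance change; Control set: low DMSO alone, high DMSO plus 5 µM PC-7.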
RPL19A-GFP yeast: modulators of TOR pathway RPL19A-GFP in S. cerevisiae. S. cerevisiae RPL19A-GFP strain, flow cytometry, 3 h; stronger effect = lower value. percent response vs DMSO, % at 10 µM. 330,000 tested, 0.3% active. AID 2025;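 active = percent response vs DMSO below 50%; inconclusive = fewer than 70 events counted for the yeast strain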;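 also: median channel GFP fluorescence of the barcoded RPL19A-GFP strain; ratio of sample median GFP to plate DMSO average so 100% = DMSO; lower means less RPL19A-GFP as with rapamycin TOR inhibition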
LAP4 TOR yeast: yeast TOR pathway LAP4-GFP modulation | S. cerevisiae LAP4-GFP multiplex, flow cytometry GFP, 3 h; median GFP as percent of DMSO wells | GFP response vs DMSO, % at 10 µM | 320,000 tested, 0.34% active;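 active = GFP response vs DMSO above a set limit, about the screen mean plus 3 SD, cut at about 150% in these data; inconclusive = under 70 cell events counted for the yeast strain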
procasp3 activ: procaspase-3 (human) activation; recombinant procaspase-3 D3A, Ac-DEVD-pNA absorbance 405 nm; activation, % at 8.5 µM; 330,000 tested, 0.11% active; AID 463141;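 active = activation above the mean of all tested compounds plus 3 SD, cut at about 21% in these data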;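 also: 0% = DMSO alone and 100% = DMSO wells spiked with extra 5 µM PC-3 D3A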
Target sequence (P42574 whole entry D9A/D28A/D175A): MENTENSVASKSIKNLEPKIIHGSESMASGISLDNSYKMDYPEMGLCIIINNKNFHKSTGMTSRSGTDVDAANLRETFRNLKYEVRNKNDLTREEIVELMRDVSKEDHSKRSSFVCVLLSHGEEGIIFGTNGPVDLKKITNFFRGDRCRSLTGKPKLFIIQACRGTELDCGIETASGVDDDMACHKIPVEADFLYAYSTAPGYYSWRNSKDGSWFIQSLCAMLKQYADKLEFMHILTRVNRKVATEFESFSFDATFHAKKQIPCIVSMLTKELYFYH
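Evaluation: percent activation relative to control range; Material: Procaspase-3 D3A mutant, all three cleavage aspartates alanine; Compound: single dose, 8.5 µM nominal compound, 0.8% DMSO; Replication: one well per compound; Signal: absorbance at 405 nm, 0 and 120 min; Schedule: 1 h preincubation plus 2 h reaction at 25 °C.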
AGP1 TOR yeast: alters AGP1-GFP fluorescence in TOR pathway yeast screen; AID 2066; 320,000 tested, 0.02% active; GFP response vs DMSO, % at 10 µM; S. cerevisiae AGP1-GFP multiplex flow cytometry, 3 h; GFP as percent of DMSO wells;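 active = GFP response relative to DMSO above a set limit, near screen average plus 3 SD, cut at about 150% in these data; inconclusive = fewer than 70 cells counted for the yeast strain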;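 also: median GFP channel fluorescence of the gated AGP1 strain per well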
MEP2 TOR yeast: yeast TOR pathway MEP2-GFP modulation; S. cerevisiae MEP2-GFP strain, flow cytometry GFP, 3 h; 100% = DMSO control level; GFP response vs DMSO, % at 10 µM; 330,000 tested, 0.51% active; AID 2016;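 active = GFP response versus DMSO above a set limit, roughly screen mean plus 3 SD, cut at about 180% in these data; inconclusive = fewer than 70 cells counted for a yeast strain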;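 also: median GFP fluorescence of the barcode-gated MEP2-GFP cells per well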
* hit, by the source's call; ? = inconclusive; / = no result given; [ ] = another dose, or the depositor's remark.

(1) COc1ccc([N+](=O)[O-])cc1NS(=O)(=O)c1cccc(C(=O)O)c1
(2) COc1cccc(CNC(=O)c2ccc(CS(=O)c3ccccc3)o2)c1 (stereo not drawn)
(3) Brc1ccccc1OCCCCN1CCCCC1
(4) COc1ccc(-c2nc3ccccc3c(=O)n2CCc2ccc(O)cc2)cc1
(5) CCCCOc1ccc(C(=O)N2CCCC2)cc1
(6) Nc1cc2c([N+](=O)[O-])cccc2o1
Screen / compound no.	1	2	3	4	5	6
CIT2 TOR yeast	101	97	103	101	110	86
AHR activator	0	2	2	7	3	29
procasp7 counter	10	2	-7	0	-6	-10
RPL19A-GFP yeast	98	99	104	104	104	96
LAP4 TOR yeast	97	96	103	95	106	97
procasp3 activ	-5	-2	-4	1	6	-8
AGP1 TOR yeast	98	98	103	100	108	92
MEP2 TOR yeast	101	98	104	103	111	94

(7) CCCCCCCCN1[C@@H](CC(=O)OC)c2cc(C(F)(F)F)ccc2S1(=O)=O
(8) C[C@H](NS(=O)(=O)OCC(Cl)(Cl)Cl)C1CC1c1ccccc1 (stereo partly drawn)
(9) CC(=O)Oc1ccc2nc(CN3C(=O)c4ccc([N+](=O)[O-])cc4C3=O)oc(=O)c2c1
(10) C(=N/Nc1cc(N2CCOCC2)nc(N2CCOCC2)n1)/c1ccccc1
(11) O=C(NCc1ccccc1)c1cnc2n(c1=O)CCS2
(12) COc1ccc(C(=O)Nc2cccc3c2CCCC3)c(OC)c1
Screen / compound no.	7	8	9	10	11	12
CIT2 TOR yeast	88	?	106	94	98	89
AHR activator	5	4	-3	0	0	-6
procasp7 counter	-15	-3	-18	-10	-2	0
RPL19A-GFP yeast	98	?	107	100	98	91
LAP4 TOR yeast	130	?	107	94	96	107
procasp3 activ	7	-2	1	7	-12	4
AGP1 TOR yeast	83	68[may fluoresce red and violet]	107	95	99	91
MEP2 TOR yeast	88	?	105	103	97	92

(13) COc1ccc(Cn2c(=O)c3c(nc(NCCO)n3C)n(C)c2=O)cc1
(14) N#Cc1cccnc1N1CCN(C(=O)c2cccc3c2C(=O)c2ccc(Cl)cc2S3(=O)=O)CC1
(15) COC(=O)C(NC(=O)c1ccccc1)=C1CCCCC1
(16) CC1Sc2ccc(S(=O)(=O)CCC(=O)N(C)Cc3ccccc3)cc2NC1=O (stereo not drawn)
(17) O=[N+]([O-])c1cc(S(=O)(=O)N2CCCCC2)ccc1NCCN1CCOCC1
(18) O=[N+]([O-])c1ccccc1CN1CCN(S(=O)(=O)Cc2ccccc2)CC1
Screen / compound no.	13	14	15	16	17	18
CIT2 TOR yeast	109	106	103	100	106	85
AHR activator	0	10	4	0	0	7
procasp7 counter	0	10	16	8	-5	-30
RPL19A-GFP yeast	101	100	95	96	112	102
LAP4 TOR yeast	98	104	103	106	106	68
procasp3 activ	-5	6	1	2	-2	-16
AGP1 TOR yeast	104	101	100	99	98	90
MEP2 TOR yeast	102	97	101	94	108	95

(19) O=C1C(=O)N(Cc2ccncc2)C(c2cccc(O)c2)/C1=C(\O)c1ccc2c(c1)OCCO2 (stereo not drawn)
(20) COc1ccc(S(=O)(=O)N2CCN(c3ncccn3)CC2)cc1OC
(21) CCOC(=O)c1c(C)[nH]c(N=Nc2ccc(C)cc2C)c1C
(22) Cc1nc2scc(-c3ccc(C(C)(C)C)cc3)c2c(=O)n1N
(23) Cc1cc(C(=O)NCc2ccc3c(c2)OCO3)c(C)o1
(24) Cc1ccc(CN2CC(C(=O)NNC(=O)c3ccc(F)cc3)CC2=O)cc1 (stereo not drawn)
Screen / compound no.	19	20	21	22	23	24
CIT2 TOR yeast	110	93	97	86	106	104
AHR activator	3	4	5	5	4	-1
procasp7 counter	-13	-1	-10	10	0	-2
RPL19A-GFP yeast	104	98	98	94	97	106
LAP4 TOR yeast	98	97	92	109	127	103
procasp3 activ	-8	-6	-7	-3	-16	0
AGP1 TOR yeast	105	96	97	94	107	105
MEP2 TOR yeast	99	92	91	93	97	104

Part of the list above in a different format.
nr | Molecule | CIT2 TOR yeast | AHR activator | procasp7 counter | RPL19A-GFP yeast | LAP4 TOR yeast | procasp3 activ | AGP1 TOR yeast | MEP2 TOR yeast
20 | COc1ccc(S(=O)(=O)N2CCN(c3ncccn3)CC2)cc1OC | 93 | 4 | -1 | 98 | 97 | -6 | 96 | 92
21 | CCOC(=O)c1c(C)[nH]c(N=Nc2ccc(C)cc2C)c1C | 97 | 5 | -10 | 98 | 92 | -7 | 97 | 91
22 | Cc1nc2scc(-c3ccc(C(C)(C)C)cc3)c2c(=O)n1N | 86 | 5 | 10 | 94 | 109 | -3 | 94 | 93
23 | Cc1cc(C(=O)NCc2ccc3c(c2)OCO3)c(C)o1 | 106 | 4 | 0 | 97 | 127 | -16 | 107 | 97
24 | Cc1ccc(CN2CC(C(=O)NNC(=O)c3ccc(F)cc3)CC2=O)cc1 (stereo not drawn) | 104 | -1 | -2 | 106 | 103 | 0 | 105 | 104

(further entries)
(25) C/C(=N/NS(=O)(=O)c1ccc(C)cc1)c1ccc2c(c1)OCO2
(26) O=C(O)c1cccc(Nc2cc(Cl)c3nonc3c2[N+](=O)[O-])c1
(27) O=S(=O)(NCCCN1CCOCC1)c1ccc2c(c1)OCCO2
(28) CC(C)(C)c1ccc(S(=O)(=O)N2CCCC2C(=O)N2CCOCC2)cc1 (stereo not drawn)
(29) O=C(NC1CCCN(CCc2ccccc2)C1)C1CCCC1 (stereo not drawn)
(30) O=C(CN1CCN(C(=O)c2ccco2)CC1)Nc1ccc(Br)cc1
Screen / compound no.	25	26	27	28	29	30
CIT2 TOR yeast	76	98	86	99	102	110
AHR activator	/	-1	4	2	-1	6
procasp7 counter	/	-1	2	-5	9	5
RPL19A-GFP yeast	127	96	92	96	97	103
LAP4 TOR yeast	69	93	107	97	82	100
procasp3 activ	/	-9	4	-7	-4	3
AGP1 TOR yeast	77	92	96	95	93	105
MEP2 TOR yeast	118	84	97	97	85	108

(31) Cc1ccc(S(=O)(=O)N2CCN(C(=O)C(C)Cn3cncn3)CC2)cc1 (stereo not drawn)
(32) CCN(CC(=O)NCc1ccc(Cl)cc1)C(=O)c1oc2ccccc2c1C
(33) CCSc1cc(C)nc2c(-c3ccccc3)c(C)nn12
(34) Cc1cccc2cc(C3CC(c4cccs4)=NN3C(=O)CCC(=O)O)c(Cl)nc12 (stereo not drawn)
(35) CN(C)C(=O)C(NC(=O)c1ccccc1)=C(Cl)Cl
(36) COc1ccc(OC)c2sc(NC(=O)c3cccc(N4C(=O)CCC4=O)c3)nc12
Screen / compound no.	31	32	33	34	35	36
CIT2 TOR yeast	98	103	99	103	83	105
AHR activator	1	8	-6	4	-2	36
procasp7 counter	8	4	2	4	-3	2
RPL19A-GFP yeast	105	104	102	101	101	100
LAP4 TOR yeast	104	95	98	94	82	102
procasp3 activ	-2	8	2	-5	-1	10
AGP1 TOR yeast	104	103	99	97	87	108
MEP2 TOR yeast	105	104	95	101	91	102

(37) COc1cccc(C2CC(c3ccccc3)=NN2S(=O)(=O)c2ccc(C)cc2)c1OC (stereo not drawn)
(38) Cc1nc(C)c(-c2nnc(-c3ccc(C(C)(C)C)cc3)o2)cc1C(=O)NN
(39) CC(C)NC(=S)N1CCN(C/C=C/c2ccccc2)CC1
(40) C/C(=N\O)C(=O)OC1CC(C)CCC1C(C)C (stereo not drawn)
(41) C#Cc1ccc([C@@H]2C=C(C(=O)O)O[C@H](OCCCCO)C2)cc1
(42) CN(CCCC(=O)Nc1ccncc1)S(=O)(=O)c1ccc(Cl)cc1
Screen / compound no.	37	38	39	40	41	42
CIT2 TOR yeast	135	98	89	100	90	108
AHR activator	4	6	1	-1	13	1
procasp7 counter	1	0	-1	-5	-3	6
RPL19A-GFP yeast	111	100	98	101	99	102
LAP4 TOR yeast	105	91	106	113	94	104
procasp3 activ	-7	4	10	-2	4	4
AGP1 TOR yeast	102	102	112	106	101	105
MEP2 TOR yeast	128	111	100	108	102	105

(43) CC(C)(C)c1csc(NC(=O)CS(=O)(=O)c2ccccc2)n1
(44) CCN1CCN(C(c2cccs2)C(C)NC(=S)NC2CCCCC2)CC1 (stereo not drawn)
(45) Cc1cc2c(cc1S(N)(=O)=O)S(=O)(=O)CCC2
(46) Cc1cc(C)n2nc(SCc3cc(=O)oc4cc(C)c(C)cc34)nc2n1
(47) NNC(=O)c1sc2cc(C(F)(F)F)cnc2c1-c1cccs1
(48) O=C(c1ccccc1)N1CCN(S(=O)(=O)c2ccc(Cl)c(C(F)(F)F)c2)CC1
Screen / compound no.	43	44	45	46	47	48
CIT2 TOR yeast	94	96	88	94	102	109
AHR activator	3	1	-2	12	2	-1
procasp7 counter	-2	4	0	2	3	6
RPL19A-GFP yeast	106	97	100	92	100	101
LAP4 TOR yeast	113	106	86	93	104	105
procasp3 activ	4	1	1	2	-3	3
AGP1 TOR yeast	100	103	92	91	105	108
MEP2 TOR yeast	109	105	90	99	103	109

(49) O=C(CCCn1c(=O)[nH]c2ccccc2c1=O)N1CCN(c2ccccn2)CC1
(50) CCC(Sc1ccc2nnc(CCNS(=O)(=O)c3ccc(OC)cc3)n2n1)C(=O)OC (stereo not drawn)
(51) O=C(COC(=O)c1ccccc1Br)NCC1CCCO1 (stereo not drawn)
(52) CCN1C(=O)N(CC)C2C1N(C(C)=O)C(=O)N2C(C)=O (stereo not drawn)
(53) Cc1noc(/C=C/N(C)C)c1S(=O)(=O)N1CCc2ccccc21
(54) COCCNc1ccc(-c2n[nH]c(=O)c3ccccc23)cc1[N+](=O)[O-]
Screen / compound no.	49	50	51	52	53	54
CIT2 TOR yeast	91	95	93	94	92	98
AHR activator	9	-1	-1	0	20	6
procasp7 counter	0	6	10	10	18	-9
RPL19A-GFP yeast	95	93	97	89	102	103
LAP4 TOR yeast	95	88	99	90	108	95
procasp3 activ	7	1	7	2	6	3
AGP1 TOR yeast	101	92	101	94	98	99
MEP2 TOR yeast	93	92	101	94	102	104

(55) OCC[C@H]1C[C@H](O)[C@@H](O)[C@]2(CCCO2)O1
(56) CC(=O)Nc1ccc(S(=O)(=O)N2CCCC2C(=O)Nc2ccc3c(c2)OCCO3)cc1 (stereo not drawn)
(57) Cc1c(C(C)(C(=O)O)c2c(C)n(C)c3ccccc23)c2ccccc2n1C
(58) S=c1[nH]nc(COc2ccc3ccccc3c2)o1
(59) CC1Cc2ccccc2N1C(=O)COc1ccc2c(c1)OCO2 (stereo not drawn)
(60) O=C(OCc1ccc([N+](=O)[O-])cc1)c1cc([N+](=O)[O-])ccc1N1CCOCC1
(61) O=C(CSc1nnc(-c2ccco2)o1)N1c2ccccc2CCc2ccccc21
(62) O=C(Cn1c(=O)oc2cc(S(=O)(=O)NCc3ccccc3)ccc21)NCc1ccco1
Screen / compound no.	55	56	57	58	59	60	61	62
CIT2 TOR yeast	99	107	96	108	74	96	101	87
AHR activator	5	5	22	5	84*	-1	-1	2
procasp7 counter	4	-6	-3	-21	6	4	2	0
RPL19A-GFP yeast	99	96	107	105	89	92	99	96
LAP4 TOR yeast	96	103	90	95	112	99	100	95
procasp3 activ	4	-10	-2	-12	4	-2	6	-5
AGP1 TOR yeast	100	102	100	97	96	101	102	99
MEP2 TOR yeast	101	103	102	103	89	91	104	81

Screens: PubChem, several laboratories

Not a hit list; any-hit rate near 3.5%.
